PKA kinase inh = inhibitors of human PKA kinase activity, primary screen, biochemical, ATP-depletion luminescence, Kemptide substrate. inhibition, % at 6 µM. 0.1% of 65,000 active. PKA Kemptide phosphorylation, Kinase-Glo ATP luminescence. AID 524, 2006. cAMP-dependent protein kinase catalytic subunit alpha (Homo sapiens), P17612;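 active means inhibition above the screen-wide mean inhibition plus 3 SD, cut at about 21% in these data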; further: many of its hits are not listed in these tables
JNK3 blocker = JNK3 kinase activity inhibitors, primary screen, biochemical, human, purified enzyme | Mitogen-activated protein kinase 10 (Homo sapiens), P53779 | HTS | inhibition, % at 8 µM | 0.61% of 60,000 active | AID 746, 2007; in the data active means inhibition above about 17%;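 further: 0% = DMSO and 100% = reference inhibitor; many of its hits are not listed in these tables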
Abs 340nm = compound light absorbance at 340 nm, profiling panel, artefact control, biochemical, MLSMR library, data from PS, PMK, MK assays; compound absorbance at 340 nm, fold over control; fold change at 10 µM; 65,000 tested, under 10 active; AID 708, 2007;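 active means at 10 µM dose, initial 340 nm absorbance at least 2 fold that of control wells; inactive means change under 2 fold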;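 further: initial absorbance extrapolated from kinetic A340 decline of NADH oxidation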
Her2 expr inh = inhibitors of Her2 protein expression, primary screen, SKBR-3 cells, AlphaScreen, 66K library | Receptor tyrosine-protein kinase erbB-2 (Homo sapiens), P04626 | SKBR-3 HER2 protein level, 18-24 h; active compounds read low | HER2 level % of control, % at 10 µM | 0.69% of 65,000 active;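 active means HER2 level under 5% of the carrier-only control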;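 further: 100% = DMSO carrier and 0% = 500 nM PU-H71 HSP90 inhibitor; lower value means stronger loss of Her2 protein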
Fluor 339 460 = intrinsic fluorescence of library compounds, ex339/em460 – biochemical, MLSMR library, data from DPM-DC assay, artefact control, profiling panel; 5.5% of 65,000 active; fluorescence fold increase at 10 µM; compound autofluorescence, ex339/em460 nm, NADH buffer; active compounds read high; 1 = no-compound wells, NADH background; AID 709, 2007;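 active means at 10 µM, mean starting fluorescence two-fold or more over control wells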;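 further: signal is the first read of a kinetic run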
ROCK2 inh = inhibitors of human ROCK2 kinase, primary screen, biochemical, high-throughput, luminescence; inhibition, % at 6 µM; Rho-associated protein kinase 2 (Homo sapiens), O75116; purified ROCK2, Kinase-Glo ATP depletion luminescence; 0.35% of 60,000 active; AID 604, 2007;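 active means inhibition above the screen-wide mean inhibition plus 3 SD, cut at about 18% in these data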;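 further: plate controls were DMSO wells for no effect and Y-27632 control wells after no-enzyme background subtraction for full effect; many of its hits are not listed in these tables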
DUSP1 inh = MKP-1 phosphatase inhibitors, primary screen, biochemical, in vitro | Dual specificity protein phosphatase 1 (Homo sapiens), P28562 | recombinant MKP-1, OMFP hydrolysis fluorescence | inhibition, %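 (compounds tested at a single concentration somewhere between 10 and 100 µM)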 | 0.15% of 65,000 active;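 active means inhibition above about 50%, limit read from the data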;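 further: 0% = DMSO max control wells and 100% = wells with enzyme stopped by NaOH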
Target sequence (P28562 whole entry, looked up): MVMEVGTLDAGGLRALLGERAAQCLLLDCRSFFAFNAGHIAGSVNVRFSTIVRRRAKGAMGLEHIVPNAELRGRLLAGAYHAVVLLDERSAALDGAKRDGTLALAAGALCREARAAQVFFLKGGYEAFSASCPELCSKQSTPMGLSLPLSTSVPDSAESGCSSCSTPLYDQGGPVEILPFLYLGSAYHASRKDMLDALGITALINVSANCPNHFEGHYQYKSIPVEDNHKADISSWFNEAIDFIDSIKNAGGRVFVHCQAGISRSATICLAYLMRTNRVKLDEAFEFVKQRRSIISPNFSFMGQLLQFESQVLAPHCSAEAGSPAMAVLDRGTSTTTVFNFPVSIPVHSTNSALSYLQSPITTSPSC
Hsp90 inh = tumor Hsp90 inhibitors, primary screen, cell lysate, fluorescence polarization, NCI-N417 lysate | Heat shock protein HSP 90-alpha (Homo sapiens), P07900 | inhibition, % at 30 µM | AID 429, 2006 | 0.35% of 64,000 active | Cy3B-geldanamycin FP displacement;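 active means inhibition above 50%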;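 further: 0% = tracer plus lysate wells and 100% = tracer alone without lysate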
Cdc25B block = inhibitors of Cdc25B phosphatase catalytic domain, primary screen, biochemical, OMFP fluorescence. M-phase inducer phosphatase 2 (Homo sapiens), P30305. recombinant Cdc25B, OMFP fluorescence Ex485/Em525. inhibition, %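 (compounds tested at 10 µM final in the well)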. 0.1% of 65,000 active. AID 368, 2006; in the data active means inhibition above about 50%
Target sequence (P30305 whole entry, looked up, the tested form may be a part): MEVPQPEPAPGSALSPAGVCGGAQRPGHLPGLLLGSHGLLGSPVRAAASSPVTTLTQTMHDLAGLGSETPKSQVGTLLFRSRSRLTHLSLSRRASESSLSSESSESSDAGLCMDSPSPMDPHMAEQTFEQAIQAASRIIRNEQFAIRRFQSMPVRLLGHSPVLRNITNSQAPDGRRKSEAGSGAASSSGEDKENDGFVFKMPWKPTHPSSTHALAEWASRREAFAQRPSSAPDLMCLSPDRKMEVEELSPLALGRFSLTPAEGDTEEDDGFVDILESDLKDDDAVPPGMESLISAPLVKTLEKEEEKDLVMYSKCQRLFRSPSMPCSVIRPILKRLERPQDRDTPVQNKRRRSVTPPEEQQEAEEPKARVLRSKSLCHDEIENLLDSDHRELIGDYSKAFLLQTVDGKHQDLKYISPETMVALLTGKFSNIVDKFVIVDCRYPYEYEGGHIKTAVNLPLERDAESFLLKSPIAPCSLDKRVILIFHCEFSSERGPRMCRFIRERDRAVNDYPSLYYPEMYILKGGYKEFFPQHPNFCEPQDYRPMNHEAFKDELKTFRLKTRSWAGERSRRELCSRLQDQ
Numbers without * were called inactive; x = not tested or not shown; & = joins results of further samples. Some of the compounds tested (hit frequency here may not be typical).

SMILES	PKA kinase inh	JNK3 blocker	Abs 340nm	Her2 expr inh	Fluor 339 460	ROCK2 inh	DUSP1 inh	Hsp90 inh	Cdc25B block
COc1ccc(OC)c(S(=O)(=O)NCCc2cn3ccsc3n2)c1	6.7	-2.4	1.04	66.9	1.06	9.2	-4.4	-7.5	-9.8
CCCOC(=O)Nc1cc(OC)c(Cl)cc1OC	9.5	-1.6	1.03	100.3	1.06	4.2	-18.1	-2.9	-13.4
CCC(CO)NCCNC(CC)CO (stereo not drawn)	4.0	4.9	1	103.4	0.88	1.1	-29.6	-2.5	-3.8
Cc1nnc(NC(=O)C2(c3ccccc3)CCOCC2)s1	3.0	-0.4	1.06	92.6	1.09	1.8	-1.8	1.7	-5.0
CSc1ccc(CN2CCC(O)CC2)cc1	x	x	1.07	152.0	1.11	x	3.7	x	-16.1
COCCNC(=O)C1CC(=O)N(CCc2ccccc2)C1 (stereo not drawn)	10.3	-0.8	0.99	93.4	1.13	3.0	6.2	-2.5	0.6
COc1cc(C(=O)Nc2ccc(NC(=O)C(C)C)nc2)cc(OC)c1OC	6.1	-2.0	0.99	96.2	1.04	5.5	-10.0	-2.2	-11.3
CC(C)(C)NCCCCOc1ccccc1F	8.7	-0.3	1	120.5	1.15	6.9	-6.8	-0.4	-9.0
CCOC(=O)Cn1c(SC)nc2sc3c(c2c1=O)CC(C)(C)OC3	6.1	-2.5	1.05	101.5	1.05	12.1	-5.1	0.1	5.3
O=C(CCN1CCc2ccccc2C1)Nc1cccc(F)c1	5.3	7.3	1.04	96.3	1.09	10.3	-5.4	-2.3	-10.2
C(=N\n1cnnc1)/c1cccc(Oc2ccccc2)c1	1.9	-7.2	1.03	101.1	1.07	-0.6	7.4	-2.4	-11.6
FC(F)(F)c1cnc2c(c1)Nc1ccccc1S2	12.9	8.5	1	91.5	1.13	9.0	-7.7	1.4	-11.3
CCc1cc2cc(C)cc(C)c2nc1SCC(=O)N1CCN(C(=O)c2ccco2)CC1	6.9	5.5	1.06	119.1	1.06	-4.3	42.0	2.3	2.6
O=C(CCn1nnc(-c2cccs2)n1)NC1CCCCC1	6.0	7.5	0.98	105.7	1.02	5.0	16.4	0.7	1.2
O=c1[nH]cnc2c1cnn2Cc1ccccc1	-0.8	0.6	1	102.6	1.06	6.0	-18.7	-5.6	6.0
CCOC(=O)c1ccc(NS(=O)(=O)CC)cc1	14.2	-1.8	1.07	129.1	1.08	1.6	-0.3	-2.9	-8.3
Cc1cc(C(=O)CN2C(=O)c3ccccc3S2(=O)=O)c(C)n1-c1ccccc1	1.7	-12.2	0.99	68.6	1.11	-1.0	8.5	-7.5	2.0
Oc1c(C(c2ccccc2)N2CCc3ccccc3C2)sc2ncnn12 (stereo not drawn)	-6.8	0.6	1	91.8	1	-0.9	1.4	-1.8	1.6
COC(=O)NC1(C(F)(F)F)NC(=O)N(C2CCCCC2)C1=O (stereo not drawn)	4.8	2.3	1.04	86.5	1.09	3.9	-5.2	-2.7	-2.0
Cc1cccc2cc(CN(Cc3ccc4c(c3)OCO4)Cc3nnnn3C3CCCC3)c(=O)[nH]c12	12.2	2.0	1.04	83.6	1.14	6.4	9.2	0.9	-20.8
CCC(Sc1ncccc1C(=O)O)C(=O)N1CCCC1 (stereo not drawn)	6.7	1.2	0.99	100.8	0.92	3.9	5.6	-2.7	-5.8
C=C(C)Cn1c(SCCCO)nc2c1c(=O)[nH]c(=O)n2C	4.4	0.1	0.99	104.5	1.12	-0.2	-28.0	2.1	-7.9
CCCCOc1ccc(C(O)(CCC)CCN2CCOCC2)cc1 (stereo not drawn)	5.9	2.9	1.03	90.5	1.11	-0.1	13.1	-0.5	2.9
Cc1ccc2[nH]c3c(N4CCOCC4)ncnc3c2c1	3.6	-9.1	1.02	77.5	2.48*	5.3	-8.3	-3.3	-14.1
CSc1nnc2c3cc(C)ccc3n(Cc3ccccc3)c2n1	10.5	-0.5	1.03	139.4	1.2	7.3	-14.5	-6.3	-6.4
N#CC1=C(N)Oc2n[nH]c(-c3cccs3)c2C1c1cccs1 (stereo not drawn)	7.4	x	1	107.6	1.02	x	6.3	-4.2	4.4
CCOc1ccc(C(=O)Nc2ccc(N3CCN(C)CC3)cc2)cc1Br	5.2	-15.8	0.98	89.7	1	4.3	-5.7	2.9	7.3
COc1ccc(C2C(C(=O)N3CCN(c4ccccc4)CC3)c3ccccc3C(=O)N2C)cc1OC (stereo not drawn)	7.9	x	1.02	150.8	1.11	x	x	x	x
Cc1cc2c(c(=O)n1Cc1cccnc1)C(c1ccccc1)C(C#N)=C(N)O2 (stereo not drawn)	-0.1	8.7	0.99	139.4	1.11	3.5	-7.9	-6.1	28.3
CC(=O)c1ccc(OC(=O)C2CC(=O)N(c3cccc(C)c3)C2)cc1 (stereo not drawn)	5.4	1.0	1.03	99.2	1.11	9.7	0.5	-5.1	-14.2
Cc1csc(NC(=O)c2ccc(C)c(S(=O)(=O)N3CCCCC3)c2)n1	6.2	-0.8	1.02	92.2	1.11	6.2	1.5	-4.7	-8.5
N#CC1=C(N)Oc2n[nH]c(-c3cccs3)c2C1c1ccco1 (stereo not drawn)	2.3	1.8	1	80.9	1.16	3.3	-1.0	-21.0	-6.9
CCOC(=O)C1CCN(c2cc(=O)n(C3CCCCC3)c(=O)[nH]2)CC1	-3.8	-1.2	1.01	96.8	1.13	-1.4	-1.4	0.5	9.5
CC1S/C(=C(\C#N)C(=O)NCc2ccco2)N(Cc2ccco2)C1=O (stereo not drawn)	16.4	2.1	1	108.3	1.04	4.4	-1.2	-1.0	-8.4
CCN(C(=O)CN1CCN(c2ccccc2)CC1)c1c(N)n(Cc2ccccc2)c(=O)[nH]c1=O	4.7	0.3	0.98	95.6	1.03	3.9	-10.0	-0.8	-16.5
CCOC(=O)c1nn(-c2ccccc2C)c(=O)c(C#N)c1C	-2.7	x	1.05	123.8	1.13	x	2.8	-2.8	4.4
CCOC(=O)CNC(=O)c1nn(-c2cccc(OC)c2)c(=O)c2ccccc12	-6.7	-4.2	1	109.1	1.13	-2.1	-9.7	-0.2	2.0
N#CC(C#N)=c1ccc2c(c1)NC1(CCCCC1)N=2	5.7	-17.3	1.09	-26.1*	1.21	4.3	24.9	9.7	-15.3
CN1[C@@H](CC(=O)c2ccccc2)CCC[C@H]1C[C@H](O)c1ccccc1	-1.0	1.6	0.97	128.6	1	8.1	-14.8	-1.5&-1.2	-3.5
Cn1ccnc1C(=O)c1cc(=O)c2ccccc2o1	4.8	-2.6	1.1	114.8	0.99	6.3	5.4	-2.8	-16.2
Cc1cccc(N2CCN(C(=O)c3cc4n(n3)C(C(F)(F)F)CC(c3ccco3)N4)CC2)c1C (stereo not drawn)	-8.9	6.8	1	73.5	1.11	-4.0	29.0	-0.1	3.8
CN1C(=O)CC(C(=O)Nc2ccc(F)cc2)SC1=Nc1ccc2c(c1)OCO2 (stereo not drawn)	4.6	2.5	0.98	101.7	0.99	2.9	9.5	12.3	-11.6
O=C1c2ccccc2NC(c2cnc3ccccc3n2)N1O (stereo not drawn)	11.0	4.3	1.06	72.3	1.51	3.8	4.0	-0.5	-8.8
CCN(CC)CCNC(=O)Cn1nc(Cc2cccnc2)c2ccccc2c1=O	7.2	-4.9	1	84.2	0.99	2.1	-1.4	-0.3	-11.8
CSc1cccc(NC(=O)Nc2ccccc2)c1	-4.0	2.4	1.05	80.6	1.06	1.3	7.4	-3.5	-6.2
COCCn1cnnc1SCC(=O)c1ccc(S(=O)(=O)N2CCCC2)cc1	8.5	0.1	1.01	128.1	1.21	5.4	21.1	-3.8	-12.3
Cc1nn(Cc2ccccc2)c2c1C(c1ccco1)C(C#N)=C(N)O2 (stereo not drawn)	1.2	-12.8	1.1	91.8	1.03	-0.7	1.4	-3.0	-6.6
COc1ccc(OC)c(C2C(C(=O)Nc3ccc(F)cc3)=C(C)Nc3nc(CCCO)nn32)c1 (stereo not drawn)	8.1	3.9	1	89.6	1.06	3.8	-0.2	-2.2	-3.4

2 compounds from above, showing only JNK3 blocker and DUSP1 inh:
smiles,JNK3 blocker,DUSP1 inh
COCCn1cnnc1SCC(=O)c1ccc(S(=O)(=O)N2CCCC2)cc1,0.1,21.1
CN1[C@@H](CC(=O)c2ccccc2)CCC[C@H]1C[C@H](O)c1ccccc1,1.6,-14.8

Sorted by number of heavy atoms (falling): three of the compounds above.
SMILES	PKA kinase inh	JNK3 blocker	Abs 340nm	Her2 expr inh	Fluor 339 460	ROCK2 inh	DUSP1 inh	Hsp90 inh	Cdc25B block
COc1ccc(OC)c(C2C(C(=O)Nc3ccc(F)cc3)=C(C)Nc3nc(CCCO)nn32)c1 (stereo not drawn)	8.1	3.9	1	89.6	1.06	3.8	-0.2	-2.2	-3.4
CN1C(=O)CC(C(=O)Nc2ccc(F)cc2)SC1=Nc1ccc2c(c1)OCO2 (stereo not drawn)	4.6	2.5	0.98	101.7	0.99	2.9	9.5	12.3	-11.6
CSc1cccc(NC(=O)Nc2ccccc2)c1	-4.0	2.4	1.05	80.6	1.06	1.3	7.4	-3.5	-6.2

New compounds follow:
SMILES	PKA kinase inh	JNK3 blocker	Abs 340nm	Her2 expr inh	Fluor 339 460	ROCK2 inh	DUSP1 inh	Hsp90 inh	Cdc25B block
CN(Cc1ccccc1)Cc1ccccc1F	8.6	2.1	1.03	68.2	1.09	5.7	-1.4	-4.0	-5.3
C=CCOC(=O)C1=C(C)Nc2nnnn2C1c1cc(OC)ccc1OC (stereo not drawn)	-2.1	0.3	0.99	-18.2*	1.11	0.4	5.5	0.8	7.3
CCN(CC)CCNC(=O)CS(=O)Cc1nc(-c2ccc(C)cc2)oc1C (stereo not drawn)	-3.0	-6.1	1.03	101.6	0.7	-0.6	18.3	0.2	-8.4
O=C1CN(C(=O)c2ccc(Br)o2)C(c2ccc(F)cc2)c2cc(Cl)ccc2N1 (stereo not drawn)	10.5	2.9	0.99	87.0	1.08	6.5	-12.5	0.1	3.4
COc1ccc(CC(=O)NCc2nnc(SCC(=O)N3CCN(c4ccccc4)CC3)n2C)cc1	9.2	1.3	1	177.4	1.11	5.5	12.7	0.4	-19.8
CCCC(=O)Nc1cc(C)c(NC(=O)c2ccncc2)cn1	2.4	2.4	0.99	91.3	1.11	3.1	-2.5	-1.7	-7.4
O=C(NCCCn1ccnc1)Nc1cccc(Cl)c1	6.0	3.3	1.02	95.9	1.09	3.6	6.9	-3.5	-1.8
Cc1cc(N2CCN(C(=O)c3ccco3)CC2)n2nc(C)c(-c3ccc(Cl)cc3)c2n1	-2.0	-5.0	1.06	57.0	3.74*	-1.0	2.2	3.7	0.6
CC(C)CN(C(=O)COC(=O)Cc1n[nH]c(=O)c2ccccc12)C1CCS(=O)(=O)C1 (stereo not drawn)	-8.5	x	1	138.5	1.03	x	5.7	0.9	-9.5
CCOC(=O)c1c(C)[nH]c(C)c1C(=O)CSc1nnnn1-c1ccccc1	5.4	x	1.07	74.6	1.02	x	8.8	-0.8	-5.4
CCc1nnc(NC(=O)c2cccs2)s1	7.4	1.4	1.11	91.7	1	3.2	-7.5	-0.6	-31.0
CC(=O)Nc1cccc(NC(=O)CCn2cnc3cc(C)c(C)cc32)c1	10.9	4.6	1	118.0	1.14	5.2	-22.2	-2.8	-12.7
CCc1nc(N2CCOCC2)c(C#N)c2c1COC(C)(C)C2	10.7	-5.6	1	117.9	3.72*	9.4	-19.6	-2.1	-3.3
